GLP-1R agonist: GLP-1 receptor (human) agonism; P43220; HEK293 GLP-1R CRE-luciferase, luminescence, 4-6 h; cells express a hypersensitive GLP-1R form; Potency, µM (titrated, usually from 45.6 µM), inactives show at the top dose activation, most hits filed as activators; 380,000 compounds, 0.007% hits; AID 624172; further: potency means the concentration at half of the fitted maximal effect; % of control where 0% means no effect
Target sequence (P43220 whole entry, looked up): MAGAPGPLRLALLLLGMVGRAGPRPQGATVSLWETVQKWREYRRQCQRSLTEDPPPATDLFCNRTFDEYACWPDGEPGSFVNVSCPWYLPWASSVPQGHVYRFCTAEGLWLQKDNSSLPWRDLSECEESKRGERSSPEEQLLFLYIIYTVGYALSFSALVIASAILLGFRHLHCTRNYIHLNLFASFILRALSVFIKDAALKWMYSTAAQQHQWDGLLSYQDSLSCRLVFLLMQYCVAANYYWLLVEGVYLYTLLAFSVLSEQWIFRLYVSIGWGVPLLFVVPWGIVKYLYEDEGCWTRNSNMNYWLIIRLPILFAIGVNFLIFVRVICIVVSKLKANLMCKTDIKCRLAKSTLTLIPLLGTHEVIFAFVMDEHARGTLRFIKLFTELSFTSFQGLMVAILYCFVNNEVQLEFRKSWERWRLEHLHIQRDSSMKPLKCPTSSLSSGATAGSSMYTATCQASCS
HEK293 tox: cytotoxicity counter-screen for GLP-1 receptor inverse agonists; 410,000 compounds, 0.13% hits; HEK293 cAMP-luciferase reporter cells, luminescence, 24 h; Potency, µM (series often up to 38.3 µM), without a hit: top-dose activity change, negative = inhibition, hits mostly inhibitors;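 further: loss of luciferase light is scored as toxicity; potency means the concentration at half of the fitted maximal effect; on the % scale 0 is the no-effect control and ±100 the full control effect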
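1536-well qHTS counterscreen of the MLSMR; 200 cells/uL, 12 h pre-incubation, 23 nL cpd, 24 h at 37 deg C 5% CO2, luciferase detection reagent, 12 min RT, luminescence. Inhibition = undesired.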
aSyn yeast inh: rescues yeast growth from alpha-synuclein toxicity; 370,000 compounds, 0.14% hits; Yeast expressing alpha-synuclein, growth rescue, BacTiter-Glo, 24 h; AID 652106; Potency, µM (top dose mostly 46.1 µM), without a hit: top-dose growth rescue (activation), actives largely listed as activators; further: potency means the concentration at half of the fitted maximal effect; % of control where 0% means no effect; nearly all actives have a fitted effect of over 65% in size
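Readout is rescue of growth in alpha-synuclein-expressing yeast, so inhibitors of toxicity appear as activators. Growth after 24 hr at 30 deg C in galactose medium is quantified by luminescence.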
DRD3 antagonist: antagonists of human D3 dopamine receptor | D3R cells, DiscoveRx beta-arrestin luminescence, antagonist mode; stronger effect = lower value | max response, negative = inhibition, % | 360,000 compounds, 2.5% hits | AID 652054; in the data active means max response below about -50%; inconclusive means no clear call, values can overlap the other calls; further: on the % scale 0 is the no-effect control and ±100 the full control effect; mostly tested at two doses, the higher about 12 µM
Target sequence (P35462 whole entry, looked up): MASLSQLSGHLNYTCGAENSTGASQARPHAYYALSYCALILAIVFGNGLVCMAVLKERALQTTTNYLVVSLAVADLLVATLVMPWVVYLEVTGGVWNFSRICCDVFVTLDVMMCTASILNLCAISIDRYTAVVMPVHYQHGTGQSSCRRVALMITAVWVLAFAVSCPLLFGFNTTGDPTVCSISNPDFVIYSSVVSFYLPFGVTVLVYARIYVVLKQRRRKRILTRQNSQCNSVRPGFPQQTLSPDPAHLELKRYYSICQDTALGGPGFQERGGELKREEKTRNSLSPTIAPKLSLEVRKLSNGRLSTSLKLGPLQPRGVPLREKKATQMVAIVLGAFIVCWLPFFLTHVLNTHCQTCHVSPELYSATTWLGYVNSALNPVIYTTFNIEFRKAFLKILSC
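Cells plated overnight at 1500 cells/well, then exposed to library compounds with dopamine controls for 90 minutes at 37 degrees C. DiscoveRx reagent added for 30–60 minutes at room temperature; luminescence read, quantitative HTS format.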
GLP-1R inv ag: GLP-1 receptor (human) inverse agonism | 410,000 compounds, 1.6% hits | Potency, µM (highest dose often 38.3 µM), for inactives: at the top dose activity change, negative = inhibition, actives largely listed as inhibitors | HEK293 GLP-1R CRE-luciferase, luminescence, 24 h; GLP-1R form is constitutively active; further: potency means the concentration at half of the fitted maximal effect; on the % scale 0 is the no-effect control and ±100 the full control effect; nearly all actives have a fitted effect of over 55% in size
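Inverse agonism was detected as reduced cAMP-driven luciferase luminescence after 24 h compound treatment. The cells were HEK293 clones expressing constitutively active human GLP-1R with the reporter. Reporter-only and GPR119 cell lines served as counterscreen controls.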
TDP43 rescue: TDP-43 toxicity inhibition in yeast; 410,000 compounds, 1.8% hits; Potency, µM (series often up to 46.1 µM), without a hit: at the highest dose growth rescue (activation), hits mostly activators; AID 652104; TDP-43 expressing yeast growth rescue, BacTiter-Glo, 24 h; further: potency means the concentration at half of the fitted maximal effect; % of control where 0% means no effect; nearly all actives have a fitted effect of over 50% in size
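Readout is BacTiter-Glo luminescence of cell growth, so inhibitors register as activators. TDP-43-expressing yeast at OD600=0.02 in galactose medium, after raffinose pregrowth to mid-log, were incubated with compound for 24 hr at 30 deg C.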
KB-V1 MDR tox: KB-V1 MDR subline cytotoxicity | KB-V1 MDR cells viability, CellTiter-Glo, 72 h | Potency, µM (top dose mostly 46.1 µM), without a hit: at the highest dose activity change, negative = cytotoxicity, usual class: cytotoxic | 400,000 compounds, 3.4% hits | AID 1347076; further: potency means the concentration at half of the fitted maximal effect; on the % scale 0 is the no-effect control and ±100 the full control effect; nearly all actives have a fitted effect of over 60% in size
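KB-V1, DMEM (no phenol red) + 10% FBS; cpd pin-transferred, titration series; 72 h, 37 degrees C; CellTiter-Glo, luminescence. Data normalized, curve-fit.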
D3 ag: activates the human D3 dopamine receptor; max activation, %; P35462; 410,000 compounds, 0.58% hits; D3R DiscoveRx beta-arrestin cells, luminescence, 90 min; in the data active means max activation above about 30%; further: 0% is about no effect; mostly tested at two doses, the higher about 12 µM
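Agonist mode: compounds and dopamine controls were applied to plated cells for 90 min at 37 degrees C after an overnight attachment at 1500 cells/well. Luminescent read-out followed 30 - 60 minutes at room temperature with DiscoveRx detection reagent.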
PTHR1 agonist: PTHR1 (human) receptor agonism | 410,000 compounds, 0.075% hits | Q03431 | HEK293 GP2 PTHR1 cells, GloSensor cAMP luminescence, 1 h | Potency, µM (doses to about 115 µM), inactives show at the highest dose activation, usual class: activators | AID 743266; further: potency means the concentration at half of the fitted maximal effect; nearly all actives have a fitted effect of over 55% in size; some results filed as inactive show a strong effect at the top dose; inactives centre near -15; many of its hits are not listed in these tables
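HEK-293-derived GP2 cells expressing PTHR1 and a GloSensor cAMP reporter, 3,000/well, plated overnight, given luciferin plus IBMX (each 0.5 mM as added) for 1 h at 37 °C, then compound for 1 h at 37 °C. Luminescence was read after 15 min at room temperature.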
Numbers without * were called inactive; i = inactive; u = inconclusive; x = no result given; & = joins results of further samples; [ ] = remark or other dose. Unless noted, the call rests on the fitted dose curve; in most records, active means well fitted curve in the direction sought with a large enough effect; inconclusive means small, poorly fitted or top-dose-only effect, or another doubt; inactive means no such curve, though single readings can be large; an effect the other way counts as inactive or inconclusive. This is a subset, so the mix of outcomes need not match the whole.

# | SMILES | GLP-1R agonist | HEK293 tox | aSyn yeast inh | DRD3 antagonist | GLP-1R inv ag | TDP43 rescue | KB-V1 MDR tox | D3 ag | PTHR1 agonist
1 | CCOC(=O)c1cccc(N2C(=O)C3C(C2=O)C2C=CC3C23CC3)c1 (stereo not given) | 0% | -3% | -7% | -3 | u | 24% | -6% | 3 | i
2 | Cc1cc(C)c2cc(CN(CCCO)S(=O)(=O)c3ccccc3F)c(=O)[nH]c2c1 | 19% | -15% | 0% | -2 | -6% | -13% | u | 4 | i
3 | O=C(Nc1ccc2c(c1)OCCO2)C(c1cc2ccccc2o1)N1CCC(Cc2ccccc2)CC1 (stereo not given) | -1% | -3% | -14% | -25 | u | 12% | 6% | -4 | -23%
4 | CC(OC(=O)c1ccccc1NCCO)C(=O)NCC(=O)Nc1ccc(F)c(F)c1F (stereo not given) | 1% | -2% | -4% | 5 | u | -16% | -16% | -14 | -11%
5 | Cn1c(=O)[nH]c(=O)c2c1nc(N1CCCCC1)n2CCOc1ccccc1 | 0% | 3% | 13% | -9 | 11% | 0% | u | 2 | i
6 | COc1ccc(CNS(=O)(=O)CCNCc2ccccc2OC)cc1 | 14% | 1% | -1% | -9 | 6% | 13% | 17% | -28 | -26%
7 | COc1cc(N(CCCn2cnc3c(SC)ncnc32)CCCn2cnc3c(SC)ncnc32)cc(OC)c1OC | -3% | -8% | 0% | -14 | 1% | 0% | 6% | -1 | -5%
8 | O[C@@H]([C@H](O)[C@H](O)CBr)[C@H](O)CBr | 11%&4% | 2% | 8% | 0 | -1% | 25% | 6% | -6&-8 | -16%
9 | Cc1ccc(CNC(=O)CN2C(=O)COc3ccc(S(=O)(=O)N4CCC(C)CC4)cc32)o1 | -2% | -2% | 3% | -5 | 0% | -3% | -1% | 0 | i
10 | COC(=O)CCCCCCCCC(O)CN1CCCCC1 (stereo not given) | 1% | -11% | 1% | 2 | 20% | 8% | 18% | -2 | i
11 | O=C1CC(c2ccccc2F)c2c(c3ccccc3[nH]c2=O)O1 (stereo not given) | 1% | 3% | -1% | -16 | 16% | -14% | u | 5 | -9%
12 | O=C(CCC(=O)NNc1nc2ccccc2c2nc(-c3ccccc3)nn12)NCCCN1CCCC1=O | 5% | -1% | 3% | 21 | 15% | 3% | 2% | -3 | i
13 | COCCCNC(=S)Nc1ccc(S(=O)(=O)Nc2cc(OC)nc(OC)n2)cc1 | 5% | 19% | -3% | -30 | 13% | 0% | x | -14 | -31%[inhibitor]
14 | COC(=O)c1ccccc1CCC(C)=O | -11% | -10% | 3% | 5 | -17% | 2% | 23% | 1 | i
15 | O=C(NNC(=O)c1cccs1)c1cccc(F)c1 | 0% | u | 3% | 1 | -11% | -11% | u | -9 | -17%
16 | Cc1cc(C)n(-c2ccc(Cl)c(C(=O)O)c2)n1 | 4% | 10% | -2% | -17 | 18% | -19% | 0% | -5 | -46%[inhibitor]
17 | CC(C(=O)Nc1ccccc1F)N1CCN(S(=O)(=O)c2ccc(C(F)(F)F)cc2)CC1 (stereo not given) | 19% | 2% | -3% | -8 | u | -2% | -3% | -2 | -14%
18 | CCCCn1c(=S)[nH]c2cc(S(=O)(=O)N3CCOCC3)ccc21 | 15% | 2% | 8% | 1 | 10% | 17% | -1% | -17 | -24%
19 | Cc1cc(NC(=O)C(C)Sc2nc(-c3cccs3)nc3ccccc23)no1 (stereo not given) | 1% | u | 11% | -10 | -12% | 17% | u | 2 | -7%
20 | Cc1c(C(=O)N2CCCC2)sc(NC(=O)c2ccco2)c1C#N | -2% | 94%[activator] | -2% | -10 | 5% | -12% | 22% | 5 | 10%[57.5 µM]
21 | CC(=O)Nc1ccc(S(=O)(=O)NCCC(=O)NCC2COc3ccccc3O2)cc1 (stereo not given) | 2% | -2% | 0% | -4 | -5% | 1% | u | -2 | i
22 | C=CCNC(=S)N/N=C/c1ccc(-c2ccc(Br)cc2)o1 | -4% | u | -4% | -13 | u | 16% | 8% | -8 | -13%
23 | COc1ccc(-n2c(=S)[nH]c3ncccc3c2=O)cc1 | -1% | 4% | -9% | -11 | 6% | 9% | u | 3 | i
24 | C#Cc1ccc([C@H]2C=C(C(=O)NCc3nc4ccccc4[nH]3)O[C@@H](OCC)[C@@H]2CCCO)cc1 | -1% | 2% | 1% | 93 | -5% | 6% | u | 2 | i
25 | CC[C@@H]1C(c2cccc(C)c2)=NN(c2ccccc2)[C@H]1C(=O)N1CCOC1=O | 7% | 36%[activator] | 2% | 7 | u | 17% | -1% | 3 | -15%
26 | COc1ccc(OC)c(NC(=O)c2cc(-c3cc(Cl)ccc3O)n[nH]2)c1 | -2% | u | 4% | 17 | 0% | 24% | u | 8 | -22%
27 | COc1ccc(OC)c(S(=O)(=O)NC2CC2)c1 | -7% | -3% | 1% | 5 | 0% | 1% | 39% | -3 | 9%
28 | COc1ccc(CN2C(=O)C(CC(=O)NCCCCc3ccccc3)CC(C(=O)N(C(C)C)C(C)C)=C2C)cc1 (stereo not given) | -3% | -18% | 3% | -2 | 11µM* | 16% | 0% | -1 | -13%
29 | CC(C)C(NC=C1C(=O)OC(C)(C)OC1=O)C(=O)O (stereo not given) | -3% | 2% | -4% | 7 | -8% | -5% | 1% | 9 | 17%[57.5 µM]
30 | OCCc1ccc(NCCc2cccs2)cc1 | 21% | 2% | 0% | 0 | 24% | 22% | -9% | 6 | -18%
31 | Nc1ncnc2c1ncn2[C@@H]1O[C@H](CNS(=O)(=O)c2ccc(-c3ccno3)s2)[C@@H](O)[C@H]1O | 12% | 1% | -4% | -22 | 14% | 9% | -7% | -3 | i
32 | O=C(Cc1ccccc1)NCc1ccncc1 | -5% | -22% | 2% | 2 | 8% | 7% | 10% | 5 | -11%
33 | CN(c1ccccc1)S(=O)(=O)c1cc(C(=O)Nc2ccccc2N2CCOCC2)ccc1Cl | -5% | 6% | -1% | 0 | u | 9% | 0% | 6 | -24%
34 | COc1ccc(NC(=O)c2cc(C3CCCCN3C(=O)CCc3ccccc3)on2)c(C)c1 (stereo not given) | 6% | -4% | 28% | 10 | u | 0% | -12% | -3 | i
35 | CCOc1cc(C(=O)NCc2ccncc2)cc(OCC)c1OCC | -6% | 4% | 1% | -100* | 1% | -17% | 7.3µM* | -28 | i
36 | CC(=O)Nc1ccc(S(=O)(=O)N2CCN=C2SCc2ccccc2C)cc1 | 14% | -4% | 3% | 1 | 57%[activator] | 6% | u | 4 | i
37 | COC(=O)c1ccc(Cl)cc1NC(=O)NCc1c(-n2cccc2)sc2c1CCCC2 | x | -9% | x | x | 1% | 20%[9.22 µM] | 14% | 3 | -17%
38 | COc1ccc(CC(=O)Nc2cc(S(=O)(=O)N3CCCCC3)ccc2C)cc1 | -1% | -4% | -14% | 20 | u | -18% | 0% | 4 | -7%
39 | CCCOc1ccc(-c2csc3ncn(Cc4ccc(C(=O)O)cc4)c(=O)c23)cc1 | 3% | -7% | -60%[inhibitor] | -9 | 20% | 25µM* | 1% | 1 | -6%
40 | Nc1ccc2oc(Cc3ccc(Cl)cc3)nc2c1 | x | -1% | x | x | 6% | 20% | x | 6 | -19%

Some entries already given, limited to TDP43 rescue:
no. | SMILES | TDP43 rescue
29 | CC(C)C(NC=C1C(=O)OC(C)(C)OC1=O)C(=O)O (stereo not given) | -5%
30 | OCCc1ccc(NCCc2cccs2)cc1 | 22%
31 | Nc1ncnc2c1ncn2[C@@H]1O[C@H](CNS(=O)(=O)c2ccc(-c3ccno3)s2)[C@@H](O)[C@H]1O | 9%

(next part)
# | SMILES | GLP-1R agonist | HEK293 tox | aSyn yeast inh | DRD3 antagonist | GLP-1R inv ag | TDP43 rescue | KB-V1 MDR tox | D3 ag | PTHR1 agonist
41 | COc1ccc(S(=O)(=O)N2CCN(CCC(=O)Nc3ccc(F)cc3)CC2)cc1 | 10% | -1% | -4% | 12 | 2% | -1% | 5.2µM* | 3 | -35%[inhibitor]
42 | CC12CCC(C(=O)NCc3cccnc3)(OC1=O)C2(C)C (stereo not given) | 5% | 5% | 4% | 2 | 6% | 13% | 0% | 5 | i
43 | CSCCC(NS(=O)(=O)c1ccc(C)cc1)C(=O)N1CCCC1 (stereo not given) | 3% | -3% | 1% | -2 | -7% | -8% | 0% | -1 | i
44 | CC(C)COC(=O)CNc1n[nH]c(=S)[nH]c1=O | -9% | 8% | -17% | -24 | 9% | -12% | 2% | -7 | 28%
45 | O=C(Nc1cccc(C(=O)N2CCOCC2)c1)c1ccccc1Br | -4% | -11% | 7% | 8 | 5% | 8% | 0% | 7 | i
46 | CC(C)Oc1cccc(C(=O)N/N=C/c2ccoc2)c1 | 4% | -10% | 0% | 12 | 7% | 3% | u | 0 | -2%
47 | CC(=O)Nc1ccc(NC(=O)CSc2nccn2Cc2ccccc2)cc1 | u | -14% | 1% | -6 | 0% | -6% | -7% | 2 | -17%[57.5 µM]
48 | Cc1ccccc1C(=O)Nc1ccc2c(c1)nc(CCNC(=O)c1ccco1)n2C | 0% | -7% | 2% | 4 | 14% | 12% | 0% | -3 | i

Part of the list above, with two lines to a compound.
Fields: GLP-1R agonist	HEK293 tox	aSyn yeast inh	DRD3 antagonist	GLP-1R inv ag	TDP43 rescue	KB-V1 MDR tox	D3 ag	PTHR1 agonist
41: COc1ccc(S(=O)(=O)N2CCN(CCC(=O)Nc3ccc(F)cc3)CC2)cc1
  10%	-1%	-4%	12	2%	-1%	5.2µM*	3	-35%[inhibitor]
42: CC12CCC(C(=O)NCc3cccnc3)(OC1=O)C2(C)C (stereo not given)
  5%	5%	4%	2	6%	13%	0%	5	i

High-throughput results from PubChem BioAssay.
